# Screening data from PubChem.
# GLP1R inv ag – qHTS of GLP-1 Receptor Inverse Agonists (Inhibition Mode). Glucagon-like peptide 1 receptor (Homo sapiens), P43220. HEK293 GLP-1R CRE-luciferase, luminescence, 24 h; GLP-1R form is constitutively active. Potency, µM (highest dose often 38.3 µM), for the others: top-dose activity change, negative = inhibition, usual class: inhibitors. 410,000 tested, 1.6% active; further: potency means the concentration at half of the fitted maximal effect; on the % scale 0 is the no-effect control and ±100 the full control effect; nearly all actives have a fitted effect of over 55% in size
#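 Readout was luciferase luminescence, measured 12 min after detection reagent at room temperature. Beforehand, GLP-1R reporter HEK293 cells had sat 12 h, then received compounds for 24 hr at 37 deg C.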
# PTHR1 agonist – qHTS for PTHR1 Agonists: Primary Screen; Parathyroid hormone/parathyroid hormone-related peptide receptor (Homo sapiens), Q03431; HEK293 GP2 PTHR1 cells, GloSensor cAMP luminescence, 1 h; Potency, µM (series often up to 115 µM), for inactives: at the top dose activation, most hits filed as activators; 410,000 tested, 0.075% active; AID 743266, 2014; further: potency means the concentration at half of the fitted maximal effect; nearly all actives have a fitted effect of over 55% in size; some results filed as inactive show a strong effect at the top dose; inactives centre near -15; many of its hits are not listed in these tables
#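 HEK-293-derived GP2 cells expressing PTHR1 and a GloSensor cAMP reporter, 3,000/well, plated overnight, given luciferin plus IBMX (each 0.5 mM as added) for 1 h at 37 °C, then compound for 1 h at 37 °C. Luminescence was read after 15 min at room temperature.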
# PLK1 PBD inh – qHTS for Inhibitors of PLK1-PDB (polo-like kinase 1 - polo-box domain): Primary Screen; Plk1 PBD binding of FITC phosphopeptide, fluorescence polarization; Potency, µM, without a hit: max response, negative = inhibition, usual class: inhibitors; 360,000 tested, 2.8% active; further: potency means the concentration at half of the fitted maximal effect; series mostly up to about 57 µM; on the % scale 0 is the no-effect control and ±100 the full control effect; nearly all actives have a fitted effect of over 65% in size
# IL-2 act – qHTS of IL-2 Activators; AID 652025, 2013; activation, % (series mostly up to about 46 µM); 360,000 tested, 0.065% active; IL-2 activation reporter assay, cell-based qHTS; stimulated with anti-CD3/CD4/CD28 beads; in transgenic mouse T cells; in the data active means activation above about 50%; inconclusive means mostly about 30% to 49%; further: 0% is about no effect
#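 Readout is EGFP and DsRed signal by fluorescent plate cytometry after 18 h at 37 degrees C. Transgenic mouse T cells (750/well) received compound for 60 min before bead stimulation (anti-CD3, anti-CD4, anti-CD28); memory T cells served as non-tolerant control.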
# GLP-1R agonist – qHTS of GLP-1 Receptor Agonists. HEK293 GLP-1R CRE-luciferase, luminescence, 4-6 h; cells express a hypersensitive GLP-1R form. Potency, µM (titrated, usually from 45.6 µM), for inactives: at the top dose activation, most hits filed as activators. 380,000 tested, 0.007% active. AID 624172, 2012; further: potency means the concentration at half of the fitted maximal effect; % of control where 0% means no effect
# EPAC1 antagonist – qHTS for Antagonist of cAMP-regulated guanine nucleotide exchange factor 3 (EPAC1): primary screen | Rap guanine nucleotide exchange factor 3 (Homo sapiens), O95398 | EPAC1 GEF assay, Rap1b-BODIPY-GDP exchange fluorescence | Potency, µM (top dose mostly 115 µM), without a hit: at the highest dose activity change, negative = inhibition, most hits filed as inhibitors | 360,000 tested, 0.14% active | AID 720709, 2013;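 further: potency means the concentration at half of the fitted maximal effect; plate controls were vehicle for no effect and positive control for full effect; nearly all actives have a fitted effect of over 50% in size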
# Target sequence (O95398 whole entry, looked up): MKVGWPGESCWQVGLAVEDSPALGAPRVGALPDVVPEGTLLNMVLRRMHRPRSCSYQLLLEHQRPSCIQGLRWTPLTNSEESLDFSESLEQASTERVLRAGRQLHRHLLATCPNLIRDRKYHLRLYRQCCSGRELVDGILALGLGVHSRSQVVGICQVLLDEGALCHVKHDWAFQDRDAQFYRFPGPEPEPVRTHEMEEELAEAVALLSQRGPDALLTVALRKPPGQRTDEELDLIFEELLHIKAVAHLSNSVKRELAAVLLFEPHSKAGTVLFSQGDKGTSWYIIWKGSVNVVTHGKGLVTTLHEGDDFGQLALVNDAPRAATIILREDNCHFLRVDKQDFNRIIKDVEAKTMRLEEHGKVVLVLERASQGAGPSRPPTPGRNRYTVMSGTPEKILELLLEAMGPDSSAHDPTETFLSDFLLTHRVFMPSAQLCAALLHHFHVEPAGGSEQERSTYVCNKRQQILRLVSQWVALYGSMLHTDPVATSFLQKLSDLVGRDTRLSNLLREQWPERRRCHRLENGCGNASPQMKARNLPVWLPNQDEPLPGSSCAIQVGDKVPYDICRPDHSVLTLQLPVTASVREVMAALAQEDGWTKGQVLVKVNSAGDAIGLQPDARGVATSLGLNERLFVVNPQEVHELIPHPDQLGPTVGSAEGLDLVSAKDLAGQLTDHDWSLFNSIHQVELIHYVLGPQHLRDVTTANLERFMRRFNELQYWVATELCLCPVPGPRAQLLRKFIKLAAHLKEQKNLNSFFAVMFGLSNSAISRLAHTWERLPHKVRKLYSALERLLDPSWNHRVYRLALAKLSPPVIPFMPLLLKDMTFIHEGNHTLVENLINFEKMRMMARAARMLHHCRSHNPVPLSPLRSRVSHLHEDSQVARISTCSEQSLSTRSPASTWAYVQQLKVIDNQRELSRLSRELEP
# PI5P4K alpha inh – qHTS for Inhibitors of phosphatidylinositol 5-phosphate 4-kinase (PI5P4K). PI5P4Kalpha enzyme, ADP-Glo luminescence, 60 min; active compounds read low. max response, %. 330,000 tested, 1.2% active; active means max response of -50% or lower; inconclusive means between -30% and -50%; inactive means -30% or higher; further: value at the top dose of about 77 µM; on the % scale 0 is the no-effect control and ±100 the full control effect
#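 Single end-point luminescence (ADP-Glo) quantified ADP from PI5P4Kalpha turnover; ATP 5 microM final, 1 h at RT, 0.1% CHAPS and 0.28 mM EGTA in HEPES pH 7.4.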
# EPAC1 ag – qHTS for Agonist of cAMP-regulated guanine nucleotide exchange factor 3 (EPAC1): primary screen; Rap guanine nucleotide exchange factor 3 (Homo sapiens), O95398; EPAC1 agonist qHTS, biochemical assay; response scale: 100% = response to 6.5 mM cAMP; Potency, µM (series often up to 154 µM), without a hit: at the highest dose activation, usual class: activators; 360,000 tested, 0.073% active; AID 720707, 2013; further: potency means the concentration at half of the fitted maximal effect; nearly all actives have a fitted effect of over 60% in size
#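 Read-out is the fluorescence drop as BODIPY-GDP leaves Rap1B (480 nm excitation, 540 nm emission), recorded every 5 minutes over 30 minutes. Reactions held 100 nM EPAC1, 250 nM Rap1B–BODIPY-GDP and 50 uM GDP, with 6.5 mM cAMP setting full activation.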
# HEK293 tox – qHTS of GLP-1 Receptor Inverse Agonists: Cytotox Screen | 410,000 tested, 0.13% active | AID 624418, 2012 | Potency, µM (series often up to 38.3 µM), without a hit: at the top dose activity change, negative = inhibition, most hits filed as inhibitors | HEK293 cAMP-luciferase reporter cells, luminescence, 24 h;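 further: loss of luciferase light is scored as toxicity; potency means the concentration at half of the fitted maximal effect; on the % scale 0 is the no-effect control and ±100 the full control effect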
#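 Luminescence readout: signal drop marks cytotoxicity. Plated cells grew 12 h at 37 °C, 5% CO2, received 23 nL compound for 24 h, then got luciferase reagent, read after 12 min at RT.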
# * marks the source's active call; other numbers are inactive results; i = inactive; ? = inconclusive; / = no result given; & = joins results of further samples; [ ] = remark or other dose. Unless noted, the call rests on the fitted dose curve; in most records, active means well fitted curve in the direction sought with a large enough effect; inconclusive means small, poorly fitted or top-dose-only effect, or another doubt; inactive means no such curve, though single readings can be large; an effect the other way counts as inactive or inconclusive. Only part of the results is shown; the hit share may differ from the screen's.
SMILES,GLP1R inv ag,PTHR1 agonist,PLK1 PBD inh,IL-2 act,GLP-1R agonist,EPAC1 antagonist,PI5P4K alpha inh,EPAC1 ag,HEK293 tox
CCOc1cccc(CN2CCN(CCc3ccccc3)C(CCO)C2)c1O (stereo not drawn),-10%,5%,-10%,0.9,2%,-6%,2,-4%,3%
Cc1cc(C)c2c(c1)N[C@H](c1cccs1)[C@@H]1CCO[C@H]21,-4%,-2%,-4%,-0.1,31%,18%,-3,4%,-11%
CCCCCCOc1ccc(OC(=O)c2ccncc2)cc1,0%,i,-1%,-0.2,-2%,-14%,26,2%,-2%
COc1ccc(OCC(=O)NC(CC(=O)O)c2ccc(OC)c(OC)c2)cc1 (stereo not drawn),2%,-34%,-1%,0.0,0%,-5%,11,10%,4%
Cc1ccc(NC(=O)c2ccc3ccccc3n2)nc1,-30%,-25%,-2%,-1.3,-5%,-6%,5,0%,-7%
Nc1cc(=O)nc(SCC(=O)Nc2ccccc2)n1-c1ccccc1,27%,i,-12%,2.6,9%,-1%,-9,-3%,8%
CCc1c(C)nc2ncnn2c1Nc1ccc(C)c(C)c1,?,-3%[57.5 µM],0%,0.8,4%,3%,0,-6%,-6%
CSCCC(NC(=O)c1ccccc1Cl)C(=O)N1CCCC(C)C1 (stereo not drawn),-17%,2%,-14%,-3.5,13%,-17%,0,8%,-12%
NNC(=O)c1c(O)c2cccc3c2n(c1=O)CCC3,-11%,-23%,3%,-0.1,0%,-1%,-5,-1%,3%
COc1cc(/C(C)=N/N2CCN(c3ccccc3OC)CC2)ccc1O,-3%,-6%,-9%,2.0,8%,-1%,7,5%,0%
CNc1nc(Sc2ccccc2)cc(C(F)(F)F)n1,-20%,?,-15%,3.1,18%,?,13,6%,-25%
Cc1cc(F)ccc1NCc1cc2c(cc1[N+](=O)[O-])OCO2,-12%,i,-3%,-3.0,2%,-7%,9,-3%,-22%
CSc1nsc(SCC(=O)N2CCc3ccccc32)n1,1%,-62%[inhibitor][57.5 µM],-8%,-0.3,-3%,-7%,-16,14%,6%
CCN(CC)S(=O)(=O)c1ccc(/C=C/C(=O)OCC(=O)NCc2ccco2)cc1,-7%,-16%,-16%,-4.8,1%,5%,-57*,8%,-22%
CC(=O)NCCn1c(SCc2ccc(C)cc2C)nc2ccccc2c1=O,?,i,-8%,-2.8,4%,-20%,0,17%,-18%
COC(=O)C1=C(O)CSC1=Nc1ccccc1,21%,-88%[inhibitor],-5%,0.9,4%,-9%,3,-5%,9%
CC(C)(C)C1=CC(=Nc2ccccc2N)C=C(C(C)(C)C)C1=O,?,-88%[inhibitor],-1%,0.5,2%,-25%,-3,-25%,-5%
C[C@H]1CC[C@@]2(O[C@H](CCO)C[C@@H](O)[C@@H]2O)O1,8%,i,-15%,0.1,-3%,-2%,6,-2%,8%
Cc1ccc(C)c(NC(=O)CN2C(=O)C3(SCC(=O)N3c3ccc(C)c(C)c3)c3ccccc32)c1 (stereo not drawn),1%,-14%,/,/,5%,/,/,/,11%
CCN(c1ccccc1)S(=O)(=O)c1ccc(C(=O)Nc2nnc(COC)o2)cc1,-27%,6%[57.5 µM],-4%,5.1,-3%,-16%,1,3%,-24%
CC(C)Cc1cc(-c2ccco2)c(C#N)c(N)n1,103%[activator],0%[57.5 µM],-7%,-0.4,15%,11%,-10,4%,18%
O=C(NCCc1ccccc1)/C(=C\c1ccc([N+](=O)[O-])cc1)NC(=O)c1ccco1,-10%,-5%,4%,-3.3,-16%,9%,4,2%,0%
COc1ccc(S(=O)(=O)N(C)C)cc1NC(=O)COC(=O)c1n[nH]c2ccccc12,26%,-42%[inhibitor],0%,-2.8,-1%,6%,-16,2%,-16%
COc1ccc(NC(=O)CN2C(=O)NC(C)(c3ccc(C)cc3)C2=O)cn1 (stereo not drawn),11%,-1%,-3%,0.6,0%,-7%,-4,0%,-11%
CN(C(=O)COC(=O)c1ccccc1C(=O)N1CCN(c2ccccc2)CC1)c1ccccc1,-5%[0.307 µM],-12%,-16%,1.0,3%,12%,5,-1%,-1%[0.307 µM]
CCN(CC)c1ccc(C(=O)N/N=C/c2ccc(N3CCOCC3)cc2)cc1,-9%,i,2%,7.6,-5%,9%,-2,-7%,3%
CCOC(=O)c1c(CN2CCCCC2)n(C)c2cc(Br)c(OC)cc12,?,i,0%,1.4,-8%,15%,-2,-3%,-7%
Cc1ccc(CNC(=O)c2cc(-c3ccccc3)nn2CC2CC(c3cccc([N+](=O)[O-])c3)=NO2)cc1 (stereo not drawn),6%,i,1%&-6%,-0.3,7%,-25%,-7,2%,12%
O=C1O[C@@H](c2ccccc2)C[C@@H](O)[C@H](O)CCc2ccccc21,25%,-18%,-6%,-0.7,-5%,0%,5,10%,1%
COCCn1nnnc1SCC(=O)N1CCCCC1,11%,?,-15%,1.8,13%,-1%,3,-2%,-7%
O=C(COc1ccc2c(c1)OCO2)Nc1cccc(F)c1,-17%,i,-8%,0.2,22%,-11%,1,6%,-8%
COc1ccc(C(=O)/C=C/Nc2cccc(C)n2)cc1OC,128%[activator],-21%[57.5 µM],1%,-0.7,23%,0%,14,-9%,60%[activator]
Cc1cc(C(=O)CN2CCC(C)CC2)c(C)n1-c1ccc(F)cc1,?,i,-4%,1.1,-1%,1%,10,5%,1%
c1ccc2c(c1)CCN(c1ncnc3c1[nH]c1ccccc13)C2,?,-37%[inhibitor],-9%,-2.5,-18%,-6%,-3,19%,-27%
CC1CCCCC1NC(=O)CN1C(=O)NC(C)(c2cccc(Br)c2)C1=O (stereo not drawn),?,i,-15%,0.7,0%,-12%,1,-2%,0%
O=C(Cc1nc2ccccc2[nH]1)N/N=C/c1ccccc1,13%,-15%,27µM*,-4.6,0%,-12%,-12,-1%,66%[activator]
CCOC(=O)CSc1ncc(OC)c(Sc2ccc(OC)cc2)n1,2%,-6%[57.5 µM],-9%,1.0,5%,-2%,/,13%,3%
CCOC(=O)C(NC(=O)Nc1ncccn1)(Oc1ccccc1)C(F)(F)F (stereo not drawn),12%,i,?,-0.2,-24%,-2%,1,8%,4%
CCCc1cc(=O)oc2c(CN3CCN(C)CC3)c(O)ccc12,?,i,2%,0.5,2%,-6%,-3,-10%,123%[activator]
CCc1nnc(SCCSc2nnc(CC)n2N)n1N,13%,-11%,-1%,-0.2,2%,-3%,6,6%,18%
Cc1ccccc1S(=O)(=O)N1C[C@@H]2C(C(=O)C[C@@H]3C(=O)N(C)C(=O)[C@@H]32)[C@@H]1c1ccc(Cl)cc1 (stereo partly drawn),23%,i,-1%,-0.7,/,2%,-9,0%,1%
O=C(O)CCC(=O)Nc1ccc(/C=C/C(=O)C2CC2)cc1,28%,i,-3%,-0.4,5%,-15%,8,1%,4%
COc1ccccc1CNC(=O)C1CCC(CNS(=O)(=O)c2ccccc2)CC1 (stereo not drawn),8%,-11%,3%,0.6,9%,9%,-1,5%,3%
C[C@H](NC(=O)Nc1ccccc1F)C(=O)O,32%[activator],i,-2%,-1.1,5%,4%,/,-4%,6%
CC1CN(C(C)C)C(C)CC1OC(=O)c1ccccc1 (stereo not drawn),20%,i,-5%,-0.1,-4%,?,8,-1%,1%
COc1ccc(CNc2ccc(Br)cc2)cc1,?,-94%[inhibitor],5%,1.1,6%,-27%,22,16%,27%
CCSc1ccccc1C(=O)N1CCN(Cc2ccc3c(c2)OCO3)CC1,-7%,-12%,-22%,4.1,-2%,-3%,/,12%,2%
Clc1ccc(N2CCN(c3ccnc(Cl)n3)CC2)cc1,-11%,-43%[inhibitor],6%,-6.8,0%,3%,5,2%,0%
N#Cc1c(N)nc2c3c(sc(=N)c2c1N)NC(=O)CC3c1c(F)cccc1Cl (stereo not drawn),63%[activator],-11%,-19%,0.6,2%,-13%,-67*,9%,8%
CN(Cc1ccccc1)C1(CNC(=O)CCC(F)(F)F)Cc2ccccc2C1,?,i,-5%,-0.8,4%,-12%,0,-2%,-6%
Cc1nn(-c2ccccc2)c(N2CCCC2)c1/C=N/O,?,-6%[57.5 µM],-1%,-0.7,-4%,6%,/,-3%,-8%
CC(=O)c1ccc(NC(=O)CSc2nnc(C3CC3)n2C2CC2)cc1,47%[activator],-34%[inhibitor],-1%,-0.1,3%,-5%,8,1%,7%
O=C1CCCCC1C(O)(C(=O)c1ccccc1)c1ccccc1 (stereo not drawn),10µM*,-29%,-10%,-1.9,1%,-6%,3,10%,1%
CCc1cc(C(=O)NC2CCCc3c2cnn3-c2cccc(C)c2C)n(C)n1 (stereo not drawn),-22%,-38%,4%,-1.1,6%,-14%,4,0%,-24%
O=c1c2ccccc2cnn1Cc1n[nH]c(=S)n1-c1ccccc1,15%,i,-5%,-0.4,0%,?,6,-7%,22%
Cc1cc(OC(=O)Cc2cccc3ccccc23)c([N+](=O)[O-])c(=O)[nH]1,15%,-25%,-2%,0.0,-8%,3%,-19,-10%,-14%

# Limited to EPAC1 antagonist and PLK1 PBD inh, for some of the entries so far:
structure	EPAC1 antagonist	PLK1 PBD inh
O=c1c2ccccc2cnn1Cc1n[nH]c(=S)n1-c1ccccc1	?	-5%
CN(Cc1ccccc1)C1(CNC(=O)CCC(F)(F)F)Cc2ccccc2C1	-12%	-5%
